Screening data from PubChem.
DENV2 CPE = inhibitors of DENV2 cytopathic effect; DENV2-infected cells, cytopathic effect rescue, plate reader; CPE inhibition, % at 9.99 µM; 350,000 compounds, 1.7% hits; in the data active means CPE inhibition above about 20%, passing the limit was not always enough; inconclusive means no clear call, values can overlap the other calls; tested in BHK-21 cells;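 further: 0% = median of neutral control wells and 100% = median of positive control wells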
SIRT5 block = blocks human SIRT5 desuccinylation of peptide; Purified SirT5, succinyl-peptide AMC, trypsin-coupled fluorescence; inhibition, % at 15 µM; Q9NXA8; 330,000 compounds, 1.1% hits; AID 652115; in the data active means inhibition above about 15%; inconclusive means no clear call, values can overlap the other calls
Target sequence (Q9NXA8 whole entry, looked up): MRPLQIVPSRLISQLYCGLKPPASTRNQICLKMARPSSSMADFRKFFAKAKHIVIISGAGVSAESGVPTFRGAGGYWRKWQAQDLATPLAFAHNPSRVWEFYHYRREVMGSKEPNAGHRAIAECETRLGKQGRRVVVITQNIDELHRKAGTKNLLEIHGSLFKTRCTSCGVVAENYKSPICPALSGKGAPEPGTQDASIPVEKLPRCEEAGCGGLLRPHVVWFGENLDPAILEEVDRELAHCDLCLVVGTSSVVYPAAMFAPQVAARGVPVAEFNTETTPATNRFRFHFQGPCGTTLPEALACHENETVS
ERp5 block = ERp5 (human) disulfide isomerase inhibition; Q15084; 350,000 compounds, 0.05% hits; inhibition, % at 9.99 µM; ERp5 insulin aggregation, absorbance 650 nm, 90 min;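 active means mean replicate inhibition above about 25%, with every replicate also reaching it, limit read from the data, passing the limit was not always enough; inconclusive means only one of those two criteria met; inactive means neither criterion met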
Target sequence (Q15084 whole entry, looked up): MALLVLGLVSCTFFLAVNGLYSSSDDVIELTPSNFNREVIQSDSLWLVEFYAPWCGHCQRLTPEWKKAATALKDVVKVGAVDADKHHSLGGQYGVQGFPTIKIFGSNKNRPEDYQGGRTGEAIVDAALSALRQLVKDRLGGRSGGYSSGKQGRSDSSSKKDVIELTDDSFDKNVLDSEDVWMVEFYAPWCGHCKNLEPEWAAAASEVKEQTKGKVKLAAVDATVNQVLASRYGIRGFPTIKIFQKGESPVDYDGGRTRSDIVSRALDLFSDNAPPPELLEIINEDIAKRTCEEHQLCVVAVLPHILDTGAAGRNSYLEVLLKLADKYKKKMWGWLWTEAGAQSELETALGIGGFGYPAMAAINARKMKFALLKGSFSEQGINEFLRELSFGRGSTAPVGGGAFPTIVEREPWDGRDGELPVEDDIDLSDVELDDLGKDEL
S100A4 MyoIIA = blocks human S100A4 binding to myosin IIA peptide. P26447. S100A4/TAMRA-MyoIIA peptide fluorescence polarization. inhibition, % at 10.7 µM. 360,000 compounds, 0.14% hits;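 active means mean inhibition of at least 70% across replicates, with every replicate also reaching that level; inconclusive means mean inhibition reaches 70% but some replicates fall short; inactive means mean inhibition below 70%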
Target sequence (P26447 whole entry, looked up): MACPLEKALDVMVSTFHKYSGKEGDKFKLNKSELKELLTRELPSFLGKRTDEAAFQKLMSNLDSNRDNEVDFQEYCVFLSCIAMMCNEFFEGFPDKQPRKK
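Test system: S100A4 monomer protein; Medium: HEPES pH 7.2 with CaCl2, KCl, NaCl, DTT, Triton; Probe or stimulus: TAMRA-labelled myosin IIA heavy-chain peptide probe, 5 nM; Doses: one dose per compound; Times: polarization read 5 min after assay mix addition, stable 5–60 min; Benchmarks: neutral control DMSO, positive control TFP.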
E-sel inducer = induces E-selectin expression in human endothelial cells; P16581; HUVEC E-selectin immunofluorescence imaging; normalized: neutral wells 0, TNF-alpha wells 100; activation, % at 7.58 µM; 260,000 compounds, 0.37% hits;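 active means mean E-selectin-positive cell signal at least 10% of the positive control, reached in at least 60% of replicates, without over 20% cell loss; inconclusive means no rule given, readout overlaps actives, possibly toxicity-flagged; inactive means the rest, including those meeting only one limit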;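 further: in these data hits start at about 27%; measured in HUVEC primary endothelial cells; signal is the percent of cells scored E-selectin positive by PE staining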
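Test system: HUVEC; input: 3,000 HUVEC/well; measured by: immunofluorescence imaging; read-out: % PE-positive cells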
PglD inh = PglD (C. jejuni) enzyme inhibition; inhibition, % at 12.5 µM; purified PglD enzyme, DTNB colorimetric CoA detection; 360,000 compounds, 0.098% hits; in the data active means inhibition above about 16%, passing the limit was not always enough; inconclusive means no clear call, values can overlap the other calls; further: strong numbers were not always called active
C2C12 statin = protects C2C12 myotubes from simvastatin toxicity. ATP luminescence, 48 h; scaled: DMSO 0, geranylgeraniol control 100. rescue of ATP level, % at 7.49 µM. 330,000 compounds, 0.78% hits. AID 602340;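 active means mean ATP rescue above about 67%, or every replicate alone reaching that limit, limit read from the data, passing the limit was not always enough; inconclusive means no clear call, values can overlap the other calls; inactive means mean under the limit and some replicate under it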;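 further: myotubes were challenged with 10 µM simvastatin during compound exposure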
* marks the source's active call; other numbers are inactive results; ? = inconclusive; / = no result given; & = joins results of further samples. Not all compounds are listed; rates above refer to the full screens.

Field names – A = DENV2 CPE; B = SIRT5 block; C = ERp5 block; D = S100A4 MyoIIA; E = E-sel inducer; F = PglD inh; G = C2C12 statin
Cc1c(CCC(=O)N[C@@H](C)C(=O)O)c(=O)oc2cc3oc4c(c3cc12)CCCC4
  A = -5	B = 2	C = -1	D = 0	E = /	F = -5	G = -25

CCOc1ccc(C(=O)NC2CCN(CC(=O)NCc3ccccc3)CC2)cc1
  A = 2	B = 0	C = 1	D = 3	E = 0.4	F = -3	G = 5

O=C(Cn1nnc(-c2ccccc2)n1)NNC(=O)c1cccc([N+](=O)[O-])c1
  A = 3	B = /	C = -5	D = -1	E = -0.2	F = 4	G = 5

COCCn1c(SCC(=O)c2c(N)n(C)c(=O)n(C)c2=O)nc2ccccc21
  A = 4	B = -4	C = 0	D = 0	E = -0.7	F = -3	G = 3

O=C(Nc1ccc(Cl)cc1F)c1cc(S(=O)(=O)N2CCCCC2)ccc1F
  A = /	B = /	C = /	D = /	E = 1.6	F = -3	G = -1

CNC[C@@H]1Oc2ccc(NC(=O)NC3CCCCC3)cc2C(=O)N([C@@H](C)CO)C[C@@H]1C
  A = 1	B = -1	C = 2	D = 0	E = 0.0	F = -6	G = -49

CC(CC(=O)O)CC(=O)Nc1ccc(S(N)(=O)=O)cc1 (configuration not stated)
  A = /	B = 3	C = 4	D = -2	E = /	F = -1	G = 7

CC1(C)S[C@@H]2C(C(=O)OCc3ccccc3)NC(=O)N2C1C(=O)OCc1ccccc1 (some centres not stated)
  A = 1	B = /	C = -5	D = 0	E = -0.2	F = 3	G = 1

CN(C)CCCNC(=O)C[C@H]1CC[C@@H]2[C@H](COC[C@@H](O)CN2Cc2cccc(C(F)(F)F)c2)O1
  A = 0	B = -6	C = -4	D = 2	E = 0.3	F = 2	G = 1

O=C(COC(=O)C1CC1)NCc1ccccc1
  A = -4	B = -7	C = 0	D = 37	E = -0.2	F = 2	G = -7

COc1cc(/C=C/C(=O)OCC(=O)Nc2ccccc2Cl)cc(OC)c1OC
  A = -2	B = -12	C = 5	D = -1	E = /	F = /	G = /

Cc1ccccc1CC1(CO)CCCN(C(=O)CCN2CCCO2)C1 (configuration not stated)
  A = 8	B = 3	C = 7	D = -2	E = -0.4	F = -1	G = -4

Cc1cccc(N2CCN(S(=O)(=O)c3ccc4c(c3)CC(C)N4C(=O)C3CC3)CC2)c1C (configuration not stated)
  A = 4	B = -2	C = 1	D = -4	E = /	F = -4	G = -5

CCC(=O)NC(NC(=S)Nc1ccccc1Br)C(Cl)(Cl)Cl (configuration not stated)
  A = -3	B = -5	C = 8	D = 10	E = /	F = -1	G = 11

Cc1nc(SCC(=O)NCc2ccc3c(c2)OCO3)nc(C)c1C
  A = -4	B = 7	C = 2	D = 0	E = 0.6	F = 0	G = 6

CCS(=O)(=O)N1CCCCN2[C@H](CO)[C@H](c3ccc(-c4ccc(C#N)cc4)cc3)[C@H]2C1
  A = 55*	B = 0	C = -6	D = 3	E = -0.4	F = -2	G = -3

COc1ccc(C(=O)Nc2c(N)nc(SCC(=O)Nc3ccc(C(C)=O)cc3)[nH]c2=O)cc1
  A = 10	B = -6	C = -2	D = -6	E = 0.1	F = 3	G = -23

CC(NCC(=O)Nc1ccccc1C(=O)NC1CC1)c1ccc(S(C)(=O)=O)cc1 (configuration not stated)
  A = -4	B = 0	C = -3	D = -19	E = -0.7	F = -2	G = 1

CCCCC(CC(C)O)c1n[nH]c(=S)n1-c1ccccc1 (configuration not stated)
  A = 2	B = -6	C = 7	D = -3	E = 1.7	F = /	G = /

Cc1ccc(C(=O)NC(=S)NNC(=O)c2ccccc2O)cc1
  A = -5	B = 0	C = 3	D = 1	E = 0.0	F = -2	G = -2

Only DENV2 CPE, for two of the compounds above:
molecule | DENV2 CPE
CCC(=O)NC(NC(=S)Nc1ccccc1Br)C(Cl)(Cl)Cl (configuration not stated) | -3
CCCCC(CC(C)O)c1n[nH]c(=S)n1-c1ccccc1 (configuration not stated) | 2

6 entries from above, comma-delimited:
mol,DENV2 CPE,SIRT5 block,ERp5 block,S100A4 MyoIIA,E-sel inducer,PglD inh,C2C12 statin
Cc1cccc(N2CCN(S(=O)(=O)c3ccc4c(c3)CC(C)N4C(=O)C3CC3)CC2)c1C (configuration not stated),4,-2,1,-4,/,-4,-5
COCCn1c(SCC(=O)c2c(N)n(C)c(=O)n(C)c2=O)nc2ccccc21,4,-4,0,0,-0.7,-3,3
CCC(=O)NC(NC(=S)Nc1ccccc1Br)C(Cl)(Cl)Cl (configuration not stated),-3,-5,8,10,/,-1,11
CCOc1ccc(C(=O)NC2CCN(CC(=O)NCc3ccccc3)CC2)cc1,2,0,1,3,0.4,-3,5
O=C(Nc1ccc(Cl)cc1F)c1cc(S(=O)(=O)N2CCCCC2)ccc1F,/,/,/,/,1.6,-3,-1
Cc1nc(SCC(=O)NCc2ccc3c(c2)OCO3)nc(C)c1C,-4,7,2,0,0.6,0,6

Next section.
Field names – A = DENV2 CPE; B = SIRT5 block; C = ERp5 block; D = S100A4 MyoIIA; E = E-sel inducer; F = PglD inh; G = C2C12 statin
CCC(=O)Nc1ccc2c(c1)OC[C@H](C)N(Cc1cccnc1)C[C@@H](C)[C@H](OC)CN(C)C2=O
  A = -11	B = -5	C = -1	D = -11	E = 2.8	F = -2	G = -1

CCOc1ccccc1NC(=O)CSc1nnc2ccc(-c3cccnc3)nn12
  A = 13	B = -1	C = -2	D = 5	E = 1.4	F = 6	G = 4

COCC#Cc1ccc([C@@H]2[C@@H](CO)N3CCCCN(S(=O)(=O)c4cccc(OC)c4)C[C@H]23)cc1
  A = /	B = /	C = 1	D = /	E = -0.1	F = -7	G = /

O=C(Nc1ccc(C(F)(F)F)cc1)N1[C@@H]2CNC[C@H]1C2c1ccc(-c2ccncc2)cc1 (some centres not stated)
  A = 2&-3	B = -1&-1	C = -2&-1	D = 20&39	E = 0.1&0.4	F = /	G = /

O=C(COc1ccc(Cl)cc1Cl)N/N=C/c1ccc[nH]1
  A = 3	B = 2	C = 6	D = -2	E = /	F = -3	G = 4

Cc1ccccc1C1CCCN(Cc2nc(C3CC3)no2)C1 (configuration not stated)
  A = -1	B = -2	C = 2	D = 4	E = /	F = /	G = /

Cc1nc(C)n(CC(=O)N2CCCC(C(=O)c3cccc4ccccc34)C2)n1 (configuration not stated)
  A = 0	B = 0	C = 3	D = 2	E = /	F = /	G = 9

CCCCCCN1C[C@@H](n2cc(C3CC3)nn2)[C@H](O)C[C@@H]1c1ccc(C)cc1
  A = 7	B = 6	C = 4	D = -10	E = /	F = 1	G = 19

Cn1nc(C(=O)OCc2ccc(Br)cc2F)c2ccccc2c1=O
  A = ?	B = -6	C = 1	D = -2	E = 1.5	F = /	G = /

CCOc1ccc(C2c3[nH]c4ccccc4c3C[C@H]3C(=O)N(C4CCN(Cc5ccccc5)CC4)CC(=O)N23)cc1OC (some centres not stated)
  A = 2	B = -2	C = 2	D = -19	E = 0.8	F = 2	G = 21

Additional entries:
Each structure is followed by: DENV2 CPE	SIRT5 block	ERp5 block	S100A4 MyoIIA	E-sel inducer	PglD inh	C2C12 statin
CCCNc1ccc(S(=O)(=O)N(CC)CC)cn1
→ /	/	/	/	-0.1	4	2
COc1ccc(CC(NC(C)=O)C(=O)NC2CCN(C(=O)c3ccc(Cl)cc3)CC2)cc1 (configuration not stated)
→ -3	-3	-1	-4	-0.1	7	-1
CCCCCCNC(=O)c1ncn[nH]1
→ 6	-7	3	18	/	0	-1
COc1ccc(NC(=S)NC(C)Cc2cccs2)cc1 (configuration not stated)
→ -9	4	-8	8	0.0	-5	/
C[C@H]1CN([C@@H](C)CO)C(=O)CCCn2nncc2CO[C@H]1CN(C)S(=O)(=O)c1ccc2ccccc2c1
→ -6&0&5	-3&0&-3	-1&6&-5	1&21&-4	0.1&0.0	5&1&2	3&8&4
NC(=O)c1ccc(NC(=O)COC(=O)c2ccc(Br)o2)cc1
→ 3	-3	-4	-3	/	-1	2
CC(=O)Nc1cccc(C(=O)OCC(=O)N2CCN(C(=O)COC(=O)c3cccc(NC(C)=O)c3)CC2)c1
→ 7	0	2	-3	/	-2	1
O=C(Nc1ccc(-c2ccccc2)cc1)[C@H]1[C@H](CO)[C@H]2Cn3c(cccc3=O)[C@H]2N1CC1CC1
→ -3	4	3	4	-0.6	-3	21
C[C@H](CO)N1C[C@H](C)[C@@H](CN(C)C(=O)C2CC2)Oc2cc(-c3ccc(C#N)cc3)ccc2S1(=O)=O
→ 5	-1	7	-3	/	-1	/
Cc1cccc(C)c1NC(=S)N(CCN1CCCCCC1)Cc1ccco1
→ 2	0	0	-3	1.1	0	3
COc1ccc(-c2ccc3c(c2)O[C@H](CN(C)C)[C@H](C)CN([C@H](C)CO)S3(=O)=O)cc1
→ 19	-8	3	-12	1.5	-2	11
Cc1cccc(S(=O)(=O)N2C[C@@H]3[C@H](c4ccccc42)[C@@H](CO)N3C(=O)CC2CC2)c1
→ ?	0	-1	0	0.1	0	20
CCN(CC)Cc1c(O)ccc2c(=O)c(-c3ccccc3Cl)coc12
→ 10	-4	1	-1	/	-5	1
COc1ccc(CCNC(=O)CCCN2C(=O)c3ccccc3C2=O)cc1
→ -2	-5	4	-1	/	/	/
CC(C)CC#Cc1ccc2c(c1)O[C@H](CN(C)C(=O)NC1CCCC1)[C@@H](C)CN([C@@H](C)CO)S2(=O)=O
→ -7	19*	1	-4	-0.2	1	/
O=C(NS(=O)(=O)c1cccc(F)c1)[C@H]1O[C@@H](n2ccc(=O)[nH]c2=O)[C@H](O)[C@@H]1O
→ -6	-25	-1	22	-0.1	/	/
O=[N+]([O-])c1ccc(NS(=O)(=O)N2CCOCC2)cc1
→ 9	1	-4	-10	0.1	-4	1
CC(C)C#Cc1ccc2c(c1)O[C@@H](CN(C)C(=O)CC1CC1)[C@H](C)CN([C@H](C)CO)S2(=O)=O
→ -11	6	-4	3	-0.8	-1	9
Cc1ccc(C)c(-n2c(CNC(=O)c3ccco3)nnc2SCC(=O)Nc2nnc(C)s2)c1
→ -2	-8	-2	0	0.8	2	4
COc1ccccc1N1C(=O)C2C(C(=O)c3ccccc3)=NN(c3ccc(Br)cc3)C2C1=O (configuration not stated)
→ 1	-3	0	-16	/	2	6
C[C@@H]1CN([C@H](C)CO)C(=O)c2cc(NC(=O)Nc3ccc(F)cc3)ccc2O[C@@H](C)CCCCO[C@H]1CN(C)C(=O)C1CCCCC1
→ 15	4	-2	65	0.1	0	/
COc1ccc(N2CCN(CCNC(=O)Nc3cc(Cl)ccc3Cl)CC2)cc1
→ -4	-7	2	-3	1.5	4	2
O=C1N(c2ccc3c(c2)OCCO3)C(c2ccccc2)C1(F)F (configuration not stated)
→ /	-5	-1	2	8.6	/	/
CCOC(=O)c1ccc(NC(=O)CSC2=NN3CCCC(=O)N=C3S2)cc1
→ 2	-4	-1	-3	/	-4	-3
Cc1nn(Cc2ccccc2)c(C)c1C(=O)N1CCN(CC(=O)Nc2ccccc2Cl)CC1
→ -7	-1	0	1	/	5	-7
Cc1ccc(-c2ccc3c(c2)O[C@H](CN(C)C(=O)Nc2ccc(C(F)(F)F)cc2)[C@@H](C)CN([C@H](C)CO)S3(=O)=O)cc1
→ /	3	4	-24	-0.5	2	/
Cn1cnc(S(=O)(=O)N[C@H]2C=C[C@@H](CC(=O)N3CCN(c4ccccc4)CC3)O[C@@H]2CO)c1
→ -4	1	-2	-2	-0.1	-2	-2
O=C(CN1C(=O)c2ccccc2C1=O)OCC(=O)c1ccc(F)cc1
→ 17	4	-1	-3	-1.0	-6	-14
CCCn1c(N)c(N(CCOC)C(=O)c2ccc(N3CCCC3=O)cc2)c(=O)[nH]c1=O
→ -4	1	-1	4	-0.3	/	/
Cc1ccc2nc(N3C(=O)C(O)=C(C(=O)c4ccco4)C3c3cccc(O)c3)sc2c1 (configuration not stated)
→ 1	15	-2	-16	-0.2	-4	-19
